# Mtb BioA inh – BioA (M. tuberculosis) enzyme inhibition; inhibition, % at 9.99 µM; 360,000 compounds, 0.096% hits; purified M. tuberculosis BioA enzyme, plate reader; in the data active means inhibition above about 40%
# TcdB inh – TcdB glycohydrolase inhibition; P18177; TcdB glycohydrolase enzymatic assay, plate reader; inhibition, % at 9.99 µM; 350,000 compounds, 0.24% hits; in the data active means inhibition above about 10%
# Target sequence (P18177 whole entry, looked up): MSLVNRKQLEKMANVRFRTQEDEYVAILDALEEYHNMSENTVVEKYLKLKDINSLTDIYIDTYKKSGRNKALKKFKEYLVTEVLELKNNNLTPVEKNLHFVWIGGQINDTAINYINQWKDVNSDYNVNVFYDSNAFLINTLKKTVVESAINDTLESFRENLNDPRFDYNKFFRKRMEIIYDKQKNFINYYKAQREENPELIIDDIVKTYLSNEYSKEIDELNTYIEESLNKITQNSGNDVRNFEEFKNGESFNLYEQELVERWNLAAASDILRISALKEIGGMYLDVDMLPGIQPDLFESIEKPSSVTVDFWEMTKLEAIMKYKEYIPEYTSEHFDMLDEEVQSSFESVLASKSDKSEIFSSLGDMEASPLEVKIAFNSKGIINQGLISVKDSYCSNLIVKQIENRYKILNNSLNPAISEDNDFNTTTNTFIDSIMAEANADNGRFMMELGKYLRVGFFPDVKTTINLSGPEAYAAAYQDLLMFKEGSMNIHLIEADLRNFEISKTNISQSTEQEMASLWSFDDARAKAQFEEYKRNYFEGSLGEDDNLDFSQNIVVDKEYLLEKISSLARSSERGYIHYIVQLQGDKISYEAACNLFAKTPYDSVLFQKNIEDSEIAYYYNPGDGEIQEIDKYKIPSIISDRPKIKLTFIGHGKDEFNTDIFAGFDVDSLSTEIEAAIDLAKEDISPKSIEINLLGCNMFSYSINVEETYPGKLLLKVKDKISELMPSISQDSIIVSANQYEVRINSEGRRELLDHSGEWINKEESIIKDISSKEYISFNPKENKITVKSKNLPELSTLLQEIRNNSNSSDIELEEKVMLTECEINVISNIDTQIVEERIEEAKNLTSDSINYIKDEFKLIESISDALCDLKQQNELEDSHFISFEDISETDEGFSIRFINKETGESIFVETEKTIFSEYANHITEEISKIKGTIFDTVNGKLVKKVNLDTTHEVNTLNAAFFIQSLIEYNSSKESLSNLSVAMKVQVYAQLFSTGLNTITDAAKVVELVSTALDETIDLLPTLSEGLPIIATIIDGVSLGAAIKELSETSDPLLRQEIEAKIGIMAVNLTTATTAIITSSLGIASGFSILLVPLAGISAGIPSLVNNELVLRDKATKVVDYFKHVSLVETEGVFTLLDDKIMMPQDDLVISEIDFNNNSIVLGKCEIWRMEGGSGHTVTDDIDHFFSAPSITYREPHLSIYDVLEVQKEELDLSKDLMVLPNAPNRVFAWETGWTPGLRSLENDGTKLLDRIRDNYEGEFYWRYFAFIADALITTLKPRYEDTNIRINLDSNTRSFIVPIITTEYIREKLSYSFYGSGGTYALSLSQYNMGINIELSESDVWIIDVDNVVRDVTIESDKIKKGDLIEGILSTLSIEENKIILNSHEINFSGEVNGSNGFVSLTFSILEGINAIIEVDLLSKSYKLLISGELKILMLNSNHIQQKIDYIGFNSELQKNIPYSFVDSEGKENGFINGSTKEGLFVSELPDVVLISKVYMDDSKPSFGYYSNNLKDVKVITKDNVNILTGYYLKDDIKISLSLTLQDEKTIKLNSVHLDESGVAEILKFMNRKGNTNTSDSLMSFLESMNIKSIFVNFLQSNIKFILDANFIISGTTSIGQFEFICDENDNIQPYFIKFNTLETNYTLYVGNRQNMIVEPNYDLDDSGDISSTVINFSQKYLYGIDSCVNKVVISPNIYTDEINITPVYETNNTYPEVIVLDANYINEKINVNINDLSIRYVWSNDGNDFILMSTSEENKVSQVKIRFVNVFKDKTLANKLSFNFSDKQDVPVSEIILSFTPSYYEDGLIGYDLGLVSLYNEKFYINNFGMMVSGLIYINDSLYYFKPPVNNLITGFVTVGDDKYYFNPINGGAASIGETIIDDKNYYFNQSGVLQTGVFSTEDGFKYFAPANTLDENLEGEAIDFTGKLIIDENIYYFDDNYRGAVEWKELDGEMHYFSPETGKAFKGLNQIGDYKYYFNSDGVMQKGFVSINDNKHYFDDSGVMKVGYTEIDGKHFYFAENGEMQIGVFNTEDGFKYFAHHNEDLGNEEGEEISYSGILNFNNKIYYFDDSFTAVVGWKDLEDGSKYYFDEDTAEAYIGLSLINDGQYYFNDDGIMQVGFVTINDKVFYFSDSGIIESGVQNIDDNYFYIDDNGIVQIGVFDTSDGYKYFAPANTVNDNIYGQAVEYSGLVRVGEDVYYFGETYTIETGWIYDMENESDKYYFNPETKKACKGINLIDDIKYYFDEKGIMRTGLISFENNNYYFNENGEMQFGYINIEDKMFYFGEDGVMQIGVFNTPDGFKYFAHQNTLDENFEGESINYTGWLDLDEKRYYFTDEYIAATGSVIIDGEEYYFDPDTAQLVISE
# * hit, by the source's call.
SMILES,Mtb BioA inh,TcdB inh
C[C@@H]1CN([C@@H](C)CO)C(=O)c2cccc(NS(=O)(=O)c3cccs3)c2O[C@H]1CN(C)S(=O)(=O)c1ccccc1,14,1.1
Cc1ccc(S(=O)(=O)Nc2ccc3c(c2)C(=O)N([C@@H](C)CO)C[C@@H](C)[C@@H](CN(C)S(=O)(=O)c2ccc(C)cc2)O3)cc1,1.3,0.8
CO[C@@H]1CN(C)C(=O)c2cc(NC(C)=O)ccc2OC[C@@H](C)N(Cc2ccc(-c3ccccn3)cc2)C[C@H]1C,-1.4,0.2
O=C(C[C@@H]1CC[C@H]2[C@@H](COC[C@H](O)CN2C(=O)Nc2cccc(Cl)c2)O1)NCC1CCCCC1,2.5,-1.3
C[C@@H]1CCCCO[C@@H](CN(C)C(=O)Nc2cccc3ccccc23)[C@@H](C)CN([C@@H](C)CO)C(=O)c2cc(NC(=O)c3ccccc3)ccc2O1,0.2,-0.7
CO[C@H]1CN(C)C(=O)c2cc(NC(=O)c3ccc4c(c3)OCO4)ccc2OC[C@@H](C)NC[C@@H]1C,0.7,-0.4
CCCNC(=O)N1[C@@H]2CN(C(=O)C3CCOCC3)c3ccccc3[C@@H]2[C@@H]1CO,-7.6,-0.7
C[C@@H]1CN([C@H](C)CO)C(=O)c2cc(C#Cc3ccccc3F)cnc2O[C@H]1CN(C)S(C)(=O)=O,3.7,1.2
C[C@H]1CN([C@@H](C)CO)C(=O)c2cc(NS(C)(=O)=O)ccc2O[C@H]1CN(C)Cc1ccc(Cl)c(Cl)c1,3.1,0.3
Cc1ccc(S(=O)(=O)N(C)C[C@@H]2Oc3ncc(C#CCC(C)C)cc3C(=O)N([C@@H](C)CO)C[C@H]2C)cc1,-0.5,0.6
Cn1cnc(CCNC(=O)C[C@@H]2CC[C@@H]3[C@H](COC[C@@H](O)CN3C(=O)C3CC3)O2)c1,-0.4,-0.4
CCc1cnc(N2[C@@H](C#N)[C@H](c3ccc(C#CCC4CCCC4)cc3)[C@@H]2CO)s1,-1.9,-0.2
Cc1cc(C(=O)Nc2cccc3c2O[C@H](CN(C)C(=O)Nc2ccccc2)[C@@H](C)CN([C@@H](C)CO)C3=O)n(C)n1,3.1,0.7
C[C@@H]1CCCCO[C@@H](CN(C)C(=O)C2CCCCC2)[C@@H](C)CN([C@@H](C)CO)C(=O)c2cc(NC(=O)Nc3ccccc3)ccc2O1,0.7,-1.3
C[C@H]1CN([C@@H](C)CO)C(=O)c2cccc(NC(=O)c3ccc(-c4nccs4)cc3)c2O[C@H]1CN(C)S(=O)(=O)c1ccccc1,-1.4,0.7
CO[C@H]1CN(C)C(=O)c2ccc(NC(=O)c3cccc(F)c3)cc2OC[C@@H](C)NC[C@H]1C,2.3,-0.2
N#C[C@@H]1[C@@H](c2ccc(-c3ccccc3F)cc2)[C@@H](CO)N1C(=O)Cc1ccccc1,-0.8,0.1
C[C@@H]1CN([C@H](C)CO)C(=O)Cc2cc(NC(=O)Nc3cccc4ccccc34)ccc2O[C@H]1CN(C)Cc1ccncc1,-3.2,0.5
CC(=O)NC[C@@H]1[C@H](c2ccc(-c3cccc(F)c3)cc2)[C@H](CO)N1C(C)=O,7.7,-0.5
CC=Cc1ccc2n(c1=O)C[C@@H]1[C@@H](CO)[C@H](C(=O)Nc3ccc(-c4ccccc4)cc3)N(CCC)[C@H]21 (mixture of isomers),-2.0,0.2
COc1ccc(NC(=O)Nc2ccc3c(c2)[C@@H]2C[C@@H](CC(=O)N4CCc5ccccc5C4)O[C@H](CO)[C@@H]2O3)cc1,1.8,0.6
COC(=O)c1ccc([C@H]2C=C(C(=O)O)O[C@@H](OCCCCO)C2)cc1,-0.1,-4.1
N#C[C@H]1N[C@H](CO)[C@@H]1c1ccc(C#Cc2ccccc2F)cc1,-1.1,-0.9
COc1ccc(NC(=O)N(C)C[C@H]2OCCCC[C@@H](C)Oc3ccc(NC(=O)Nc4ccc5c(c4)OCO5)cc3C(=O)N([C@H](C)CO)C[C@H]2C)cc1,1.7,-0.5
CC(C)NC(=O)Nc1ccc2c(c1)C(=O)N([C@@H](C)CO)C[C@H](C)[C@@H](CN(C)Cc1ccccc1)O2,0.2,1.0
C[C@H](CO)N1C[C@H](C)[C@@H](CN(C)Cc2ccc(Cl)c(Cl)c2)Oc2ccc(NC(=O)NC3CCCCC3)cc2CC1=O,1.1,-0.3
Cc1cccc(S(=O)(=O)N[C@@H]2CC[C@H](CCNC(=O)Nc3cc(F)ccc3F)O[C@@H]2CO)c1,-1.7,1.1
O=C(NC[C@@H]1[C@H](c2ccccc2)[C@H](CO)N1CC1CC1)c1cccnc1,-0.9,0.9
O=C(C[C@@H]1C[C@H]2c3cc(NC(=O)Nc4ccccc4)ccc3O[C@H]2[C@H](CO)O1)NC1CCCCC1,-1.7,-0.4
Cc1ccc(S(=O)(=O)N(C)C[C@@H]2Oc3ccc(NC(=O)NC4CCCCC4)cc3CC(=O)N([C@@H](C)CO)C[C@@H]2C)cc1,-1.5,-0.6
C[C@@H](NC(=O)C[C@@H]1C=C[C@@H](NC(=O)C2CCOCC2)[C@H](CO)O1)c1ccccc1,2.2,1.7
COc1ccc(C#Cc2ccc([C@H]3[C@@H](CO)N4CCCCN(C)C[C@H]34)cc2)cc1,-3.9,1.1
C[C@H]1CN([C@@H](C)CO)C(=O)Cc2cc(N(C)C)ccc2O[C@@H]1CN(C)C(=O)Nc1cccc2ccccc12,0.5,-9.5
C[C@@H]1CCCCO[C@@H](CN(C)C(=O)NC2CCCCC2)[C@@H](C)CN([C@H](C)CO)C(=O)c2cc(NC(=O)Nc3ccccc3)ccc2O1,-0.9,-1.1
C[C@@H]1CN([C@@H](C)CO)C(=O)c2cc(NC(=O)Nc3ccc(C(F)(F)F)cc3)ccc2O[C@H]1CN(C)Cc1ccc(C(=O)Nc2ccccc2N)cc1,-0.5,-1.8
O=C(NCC1CCCCC1)[C@@H]1[C@@H](CO)[C@@H]2Cn3c(cccc3=O)[C@@H]2N1C(=O)CC1CC1,2.0,0.6
COc1ccc(NC(=O)N2C[C@H]3[C@@H](c4ccccc42)[C@H](CO)N3C(=O)C2CCCC2)cc1,-6.8,-2.2
C/C=C/c1ccc2c(c1)O[C@H](CN(C)Cc1ccccc1F)[C@@H](C)CN([C@H](C)CO)S2(=O)=O,-0.9,0.6
CNC(=O)C[C@@H]1CC[C@H]2[C@@H](COc3ccc(NC(=O)Nc4ccccc4F)cc3C(=O)N2C)O1,3.2,2.5
COCC(=O)N1[C@@H](CO)[C@@H](c2ccccc2)[C@@H]1CNC(=O)c1ccccn1,-0.9,-0.2

# The final 6 entries of the part before are carried over, then new ones follow:
SMILES,Mtb BioA inh,TcdB inh
C[C@@H]1CN([C@@H](C)CO)C(=O)c2cc(NC(=O)Nc3ccc(C(F)(F)F)cc3)ccc2O[C@H]1CN(C)Cc1ccc(C(=O)Nc2ccccc2N)cc1,-0.5,-1.8
O=C(NCC1CCCCC1)[C@@H]1[C@@H](CO)[C@@H]2Cn3c(cccc3=O)[C@@H]2N1C(=O)CC1CC1,2.0,0.6
COc1ccc(NC(=O)N2C[C@H]3[C@@H](c4ccccc42)[C@H](CO)N3C(=O)C2CCCC2)cc1,-6.8,-2.2
C/C=C/c1ccc2c(c1)O[C@H](CN(C)Cc1ccccc1F)[C@@H](C)CN([C@H](C)CO)S2(=O)=O,-0.9,0.6
CNC(=O)C[C@@H]1CC[C@H]2[C@@H](COc3ccc(NC(=O)Nc4ccccc4F)cc3C(=O)N2C)O1,3.2,2.5
COCC(=O)N1[C@@H](CO)[C@@H](c2ccccc2)[C@@H]1CNC(=O)c1ccccn1,-0.9,-0.2
CCC(=O)N(C)C[C@@H]1Oc2ncc(C#Cc3ccc(OC)cc3)cc2C(=O)N([C@@H](C)CO)C[C@H]1C,-2.8,0.8
Cc1cccc(-c2ccc([C@@H]3[C@H]4CN(C(=O)c5ccc6c(c5)OCO6)CCCCN4[C@H]3CO)cc2)c1,-3.2,-0.1
C[C@H](CO)N1C[C@H](C)[C@@H](CN(C)Cc2ccc(C(F)(F)F)cc2)Oc2c(NS(=O)(=O)c3cccs3)cccc2C1=O,-1.9,-0.8
CCCC#Cc1cnc2c(c1)C(=O)N([C@@H](C)CO)C[C@H](C)[C@@H](CN(C)Cc1ccncc1)O2,0.2,0.3
C[C@H]1CN([C@@H](C)CO)S(=O)(=O)c2ccc(C#CC(C)(C)O)cc2O[C@@H]1CN(C)Cc1ccncc1,2.2,0.3
Cc1noc(C)c1S(=O)(=O)N(C)C[C@H]1OCCCC[C@H](C)Oc2ccc(NS(=O)(=O)c3ccccc3)cc2C(=O)N([C@H](C)CO)C[C@@H]1C,1.6,-2.5
C[C@H](CO)N1C[C@H](C)[C@@H](CN(C)Cc2ccc(C(=O)O)cc2)OCCCC[C@H](C)Oc2ccc(NC(=O)Nc3ccc(C(F)(F)F)cc3)cc2C1=O,3.7,-0.1
COc1ccc(S(=O)(=O)N[C@@H]2CC[C@H](CC(=O)NCCc3ccccc3)O[C@H]2CO)cc1,-0.7,-0.5
C[C@@H]1CCCCO[C@@H](CN(C)Cc2ccccc2)[C@H](C)CN([C@H](C)CO)C(=O)c2cc(NS(=O)(=O)c3cn(C)cn3)ccc2O1,0.0,-1.1
CO[C@@H]1CN(C)C(=O)c2cc(NC(=O)c3cnccn3)ccc2OC[C@H](C)N(CCc2ccccc2)C[C@H]1C,1.3,-1.2
O=C(Cc1ccncc1)NCC[C@@H]1CC[C@H](NC(=O)C2CCCC2)[C@H](CO)O1,-3.2,-0.8
C[C@H]1CN([C@@H](C)CO)C(=O)Cc2cc(NS(=O)(=O)c3ccccc3)ccc2O[C@H]1CN(C)Cc1ccccc1,1.9,-3.6
C[C@H]1CN([C@@H](C)CO)C(=O)c2c(c3ccccc3n2C)-c2ccccc2CO[C@H]1CN(C)S(=O)(=O)c1ccc(C#N)cc1,-1.1,0.8
C[C@@H]1CN([C@H](C)CO)C(=O)c2cccc(NC(=O)Nc3ccccc3)c2O[C@H]1CN(C)Cc1ccc(C(F)(F)F)cc1,0.7,-0.1
CO[C@@H]1CN(C)C(=O)c2cc(NC(C)=O)ccc2OC[C@@H](C)N(C(=O)CN(C)C)C[C@@H]1C,-1.0,0.4
C[C@@H]1CN([C@H](C)CO)C(=O)c2cc(C#Cc3ccccc3)cnc2O[C@H]1CN(C)C(=O)c1ccccn1,1.6,-2.1
N#Cc1cccc(-c2ccc([C@@H]3[C@@H](CO)N4CCCCN(C(=O)Cc5cccnc5)C[C@@H]34)cc2)c1,0.0,0.9
CC(=O)N[C@@H]1CC[C@@H](CCNC(=O)Nc2ccc(C(F)(F)F)cc2)O[C@@H]1CO,4.1,0.8
Cc1ccccc1-c1ccc([C@@H]2[C@@H](CO)N3CCCCN(C(=O)Nc4ccc(F)cc4)C[C@@H]23)cc1,-1.4,1.1
COC(=O)C[C@H]1CC[C@H]2[C@@H](COC[C@H](O)CN2S(=O)(=O)c2ccc(F)cc2)O1,-2.5,-0.1

# In the list so far, five contain two or more sulfur atoms.
SMILES,Mtb BioA inh,TcdB inh
C[C@@H]1CN([C@@H](C)CO)C(=O)c2cccc(NS(=O)(=O)c3cccs3)c2O[C@H]1CN(C)S(=O)(=O)c1ccccc1,14,1.1
Cc1ccc(S(=O)(=O)Nc2ccc3c(c2)C(=O)N([C@@H](C)CO)C[C@@H](C)[C@@H](CN(C)S(=O)(=O)c2ccc(C)cc2)O3)cc1,1.3,0.8
C[C@H]1CN([C@@H](C)CO)C(=O)c2cccc(NC(=O)c3ccc(-c4nccs4)cc3)c2O[C@H]1CN(C)S(=O)(=O)c1ccccc1,-1.4,0.7
C[C@H](CO)N1C[C@H](C)[C@@H](CN(C)Cc2ccc(C(F)(F)F)cc2)Oc2c(NS(=O)(=O)c3cccs3)cccc2C1=O,-1.9,-0.8
Cc1noc(C)c1S(=O)(=O)N(C)C[C@H]1OCCCC[C@H](C)Oc2ccc(NS(=O)(=O)c3ccccc3)cc2C(=O)N([C@H](C)CO)C[C@@H]1C,1.6,-2.5

# More entries
SMILES,Mtb BioA inh,TcdB inh
CS(=O)(=O)N1[C@@H]2c3ccc(C4=CCCCC4)c(=O)n3C[C@H]1[C@H](CO)[C@H]2C(=O)N1CCCCC1,0.0,-0.2
C[C@H](CO)N1C[C@H](C)[C@H](CN(C)C(=O)Nc2ccc(C(F)(F)F)cc2)Oc2c(NC(=O)C3CCCCC3)cccc2C1=O,-1.4,-0.8
CCNC(=O)C[C@@H]1C=C[C@H](NS(=O)(=O)c2ccc(C)cc2)[C@H](CO)O1,-4.2,-0.8
C[C@@H]1CN([C@H](C)CO)C(=O)c2cccc(NC(=O)Nc3ccccc3)c2O[C@H]1CN(C)S(=O)(=O)c1ccccc1,0.7,-0.2
CS(=O)(=O)Nc1ccc2c(c1)[C@H]1C[C@@H](CC(=O)N3CCc4ccccc4C3)O[C@H](CO)[C@H]1O2,1.5,0.7
CC(=O)N(C)C[C@H]1Oc2ncc(C#Cc3cccc(F)c3)cc2C(=O)N([C@H](C)CO)C[C@H]1C,2.2,0.1
CNC[C@H]1Oc2cc(C#Cc3cccnc3)ccc2S(=O)(=O)N([C@H](C)CO)C[C@@H]1C,1.9,0.7
Cc1ccc(S(=O)(=O)N(C)C[C@@H]2Oc3ccc(NS(=O)(=O)c4c(C)noc4C)cc3C(=O)N([C@H](C)CO)C[C@H]2C)cc1,-1.3,-0.1
O=C(C1CC1)N1C[C@H]2[C@@H](c3ccccc31)[C@H](CO)N2C(=O)c1ccccc1,-2.0,1.1
C[C@H](CO)N1C[C@H](C)[C@@H](CN(C)Cc2ccncc2)Oc2ccc(NC(=O)C3CCCCC3)cc2CC1=O,-0.7,-0.6
C[C@H](CO)N1C[C@H](C)[C@@H](CN(C)Cc2cccnc2)Oc2cc(C#C[C@@H](C)O)ccc2S1(=O)=O,3.5,-0.6
C[C@@H]1CN([C@@H](C)CO)C(=O)c2cccc(NS(C)(=O)=O)c2O[C@H]1CN(C)CC1CC1,-2.1,0.4
Cc1noc(C)c1NC(=O)N(C)C[C@@H]1OCCCC[C@@H](C)Oc2ccc(NC(=O)NC(C)C)cc2C(=O)N([C@H](C)CO)C[C@@H]1C,-0.4,-0.2
Cc1ccc(S(=O)(=O)Nc2cccc3c2O[C@@H](CN(C)C(=O)Nc2ccc4c(c2)OCO4)[C@@H](C)CN([C@@H](C)CO)C3=O)cc1,1.3,-0.9
Cc1noc(C)c1NC(=O)N[C@@H]1CC[C@H](CC(=O)NCCCN(C)C)O[C@@H]1CO,-2.9,-1.3

# A portion of the library (hit frequency here may not be typical).
